KLK5 inh: human KLK5 protease inhibitors, primary screen, biochemical, 1536-well; Kallikrein-5 (Homo sapiens), Q9Y337; recombinant hK5, fluorogenic AMC substrate cleavage; inhibition, % at 5 µM; 210,000 compounds, 0.59% hits; AID 873, 2007;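 active = inhibition of 40% or more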;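 also: 0% = enzyme controls without compound and 100% = no-enzyme blanks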
Target sequence (Q9Y337 67-293 limits assumed): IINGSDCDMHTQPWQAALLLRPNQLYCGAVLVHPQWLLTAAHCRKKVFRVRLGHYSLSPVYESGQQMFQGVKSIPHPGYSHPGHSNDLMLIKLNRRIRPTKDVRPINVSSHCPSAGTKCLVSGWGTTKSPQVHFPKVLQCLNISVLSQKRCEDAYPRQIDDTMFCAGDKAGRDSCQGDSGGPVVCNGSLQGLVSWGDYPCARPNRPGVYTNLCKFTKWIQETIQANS
FXIIa inh: human FXIIa protease inhibitors, primary screen, biochemical, 1536-well. Coagulation factor XII (Homo sapiens), P00748. purified FXIIa, Boc-QGR-AMC fluorogenic substrate, 2 h. inhibition, % at 5 µM. 220,000 compounds, 0.3% hits. AID 800, 2007; in the data active = inhibition above about 40%;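 also: 0% = enzyme with no compound and 100% = blank without enzyme; many of its hits are not listed in these tables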
Wee1 stabilizer: Wee1 degradation inhibitors, primary screen, cell-based, HeLa, Wee1K328M-luciferase, luminescence. 220,000 compounds, 1.2% hits. HeLa Luc-Wee1K328M stability; 100% = proteasome inhibitor MG132 effect. reporter increase, % at 5 µM;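 active = activation above the mean of all tested compounds plus 3 SD, set per screening run, cut at about 8.8% in these data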;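 also: cells exposed to compound for 20 h before luminescence read; 0% = DMSO alone and 100% = MG132 at 30 µM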
Mdm2 ligase inh: MDM2-luciferase reporter signal enhancers, primary screen, MDM2 E3 ligase inhibitor project, cell-based, luminescence, 1536-well | cell-based MDM2 ubiquitination luciferase reporter, 2 h; 0 = plate control, 100 = twice control, blank-subtracted | E3 ubiquitin-protein ligase Mdm2 (Homo sapiens), Q00987 | 210,000 compounds, 0.11% hits | signal enhancement, % at 5 µM;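 active = signal enhancement of 30% or more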;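 also: luminescence tracks abundance of the self-degrading MDM2-luciferase fusion protein; higher signal means inhibition of MDM2 E3 ligase activity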
Target sequence (Q00987 whole entry, looked up, the tested form may be a part): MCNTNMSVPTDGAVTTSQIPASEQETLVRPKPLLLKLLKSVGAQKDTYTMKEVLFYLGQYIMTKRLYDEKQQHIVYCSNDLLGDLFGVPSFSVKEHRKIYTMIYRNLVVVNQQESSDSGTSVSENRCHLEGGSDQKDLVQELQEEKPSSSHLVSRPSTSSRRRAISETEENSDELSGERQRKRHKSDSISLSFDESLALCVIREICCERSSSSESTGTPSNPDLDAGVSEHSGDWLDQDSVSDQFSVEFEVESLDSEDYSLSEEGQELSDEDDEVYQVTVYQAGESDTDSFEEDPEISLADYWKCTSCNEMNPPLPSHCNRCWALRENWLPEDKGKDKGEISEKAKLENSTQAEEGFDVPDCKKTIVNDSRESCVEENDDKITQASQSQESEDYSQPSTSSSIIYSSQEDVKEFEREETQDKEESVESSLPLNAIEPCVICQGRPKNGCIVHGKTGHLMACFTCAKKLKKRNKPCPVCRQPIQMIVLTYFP
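system = mammalian cells stably expressing self-ubiquitinating, self-degrading MDM2 E3–luciferase fusion | quantity = 2000 cells per well seeded | incubation = 4 h cell settling then 2 h compound exposure, 37 °C | signal = SteadyLite luminescence, 15 min reagent step | benchmarks = plate control and blank wells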
FXIa inh 1536: human FXIa protease inhibitors, primary screen, biochemical, 1536-well; 220,000 compounds, 0.14% hits; purified FXIa, Boc-Glu-Ala-Arg-AMC fluorogenic substrate; Coagulation factor XI (Homo sapiens), P03951; inhibition, % at 5 µM;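 active = inhibition of at least 40%; inactive = inhibition below 40%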;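 also: fluorescence of freed AMC excited at 355 nm; 0% = enzyme without compound and 100% = no enzyme blank; many of its hits are not listed in these tables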
p97 inhibitor: inhibitors of human p97 ATPase, primary screen, biochemical; Transitional endoplasmic reticulum ATPase (Homo sapiens), P55072; recombinant p97 ATPase, Kinase-Glo ATP luminescence, 3 h; inhibition, % at 8 µM; 220,000 compounds, 0.42% hits; in the data active = inhibition above about 15%;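 also: 0% = DMSO vehicle and 100% = wells lacking enzyme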
14-3-3 Bad inh: inhibitors of 14-3-3 zeta/Bad binding, primary screen, biochemical, TR-FRET, bovine 14-3-3 zeta; 14-3-3 protein zeta/delta (Bos taurus), P63103; TR-FRET 14-3-3zeta/Dy647-pBad peptide displacement, 1 h; inhibition, % at 21.7 µM; 220,000 compounds, 0.71% hits; AID 781, 2007;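 active = inhibition above about 70%, limit read from the data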;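 also: 0% = full 14-3-3 plus peptide FRET controls and 100% = background without 14-3-3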
Target sequence (P63103 whole entry, looked up): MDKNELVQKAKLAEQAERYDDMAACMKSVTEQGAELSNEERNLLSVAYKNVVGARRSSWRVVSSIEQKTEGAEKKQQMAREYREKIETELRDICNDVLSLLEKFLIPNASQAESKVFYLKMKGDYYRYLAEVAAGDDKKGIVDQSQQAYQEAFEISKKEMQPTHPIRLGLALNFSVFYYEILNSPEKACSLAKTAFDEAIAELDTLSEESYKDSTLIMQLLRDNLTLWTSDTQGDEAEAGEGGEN
eIF4E-4G inh: eIF4E–eIF4G protein interaction inhibitors, primary screen, biochemical, uHTS, TR-FRET, eIF4GI fragment; TR-FRET eIF4E-eIF4GI(517-606) binding, 2 h; Eukaryotic translation initiation factor 4E (Mus musculus) + Eukaryotic translation …; inhibition, % at 21.7 µM; AID 782, 2007; 220,000 compounds, 0.37% hits;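 active = inhibition above about 30%, limit read from the data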;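 also: 0% = full FRET control wells and 100% = background wells lacking eIF4GI fragment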
Rad51 HR inh: human RAD51 strand exchange inhibitors, primary screen, biochemical, fluorescence; hRad51 DNA strand exchange, fluorescence dequenching; AID 1385, 2008; inhibition, % at 10 µM; DNA repair protein RAD51 homolog 1 (Homo sapiens), Q06609; 200,000 compounds, 0.085% hits;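 active = inhibition above 40% at the single screening dose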;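 also: 0% = DMSO control wells and 100% = blanks with heterologous ssDNA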
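Material: Human Rad51 nucleoprotein filaments preassembled on unlabelled ssDNA | Also added: Labelled 47-mer dsDNA for strand exchange | Dosing: Single dose, 10 µM final compound | Schedule: 30-min compound preincubation and 15-min exchange, both room temperature | Technique: Fluorescence dequenching at 485/520 nm | Measure: Percent inhibition relative to plate controls and blanks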
* = called active by the depositor; [ ] = remark or other dose.

For O=c1c2ccccc2nc2n1C(CSc1ccccc1)CS2 (stereo not drawn) the results were KLK5 inh -15, FXIIa inh -1, Wee1 stabilizer -2, Mdm2 ligase inh 3, FXIa inh 1536 -8, p97 inhibitor -2, 14-3-3 Bad inh -6, eIF4E-4G inh 5 and Rad51 HR inh -21.
For Cc1ccccc1OCCNC(=O)CNC(=O)c1ccccc1O the results were KLK5 inh -30, FXIIa inh 6, Wee1 stabilizer 1, Mdm2 ligase inh -3, FXIa inh 1536 1, p97 inhibitor 2, 14-3-3 Bad inh 6, eIF4E-4G inh -19 and Rad51 HR inh 9.
`O=C(NCc1ccc2c(c1)OCO2)C(c1ccco1)N(C(=O)c1csnn1)c1ccccc1` (stereo not drawn) gave KLK5 inh -6, FXIIa inh 11, Wee1 stabilizer -1, Mdm2 ligase inh -10, FXIa inh 1536 4, p97 inhibitor 1, 14-3-3 Bad inh -9, eIF4E-4G inh -5 and Rad51 HR inh -5.
COc1ccccc1Cn1c(=O)[nH]c2cccnc21 was read as KLK5 inh -2, FXIIa inh 9, Wee1 stabilizer -3, Mdm2 ligase inh -1, FXIa inh 1536 -5, p97 inhibitor -3, 14-3-3 Bad inh -3, eIF4E-4G inh 0 and Rad51 HR inh -1.
CCOC(=O)N1CCN(c2c(NCCCN(CC)CC)c(=O)c2=O)CC1 was read as KLK5 inh -5, FXIIa inh 14, Wee1 stabilizer 3, Mdm2 ligase inh -12, FXIa inh 1536 7, p97 inhibitor 2, 14-3-3 Bad inh -4, eIF4E-4G inh -6[fluorescence artefact?] and Rad51 HR inh 1.
Screening N#Cc1c(C(F)(F)F)cc(-c2ccccc2)nc1SCc1nc(N)nc(N2CCOCC2)n1 returned KLK5 inh -7, FXIIa inh 7, Wee1 stabilizer 2, Mdm2 ligase inh -16, FXIa inh 1536 -1, p97 inhibitor 8, 14-3-3 Bad inh 0[fluorescence artefact?], eIF4E-4G inh -20[fluorescence artefact?] and Rad51 HR inh -43.
For CC(C)(C)n1nc2c(c1NC(=O)c1cc3ccccc3o1)CS(=O)(=O)C2 the results were KLK5 inh 4, FXIIa inh 12, Wee1 stabilizer 4, Mdm2 ligase inh -28, FXIa inh 1536 1, p97 inhibitor 3, 14-3-3 Bad inh -8, eIF4E-4G inh -1 and Rad51 HR inh 2.
`Cc1cccc(OCC(=O)Nc2cccc3nsnc23)c1` gave KLK5 inh -28, FXIIa inh 7, Wee1 stabilizer 3, Mdm2 ligase inh -17, FXIa inh 1536 1, p97 inhibitor -3, 14-3-3 Bad inh -11[fluorescence artefact?], eIF4E-4G inh -16 and Rad51 HR inh 7.
Screening NC(=O)CCn1nc(-c2ccccc2)c2ccccc2c1=O returned KLK5 inh 8, FXIIa inh -9, Wee1 stabilizer 1, Mdm2 ligase inh -23, FXIa inh 1536 -2, p97 inhibitor 4, 14-3-3 Bad inh -13, eIF4E-4G inh -1 and Rad51 HR inh 1.
CC(C)OCCCNC(=O)CN1C(=O)/C(=C/c2ccccc2)Sc2ccccc21 was read as KLK5 inh -13, FXIIa inh -3, Wee1 stabilizer -3, Mdm2 ligase inh -11, FXIa inh 1536 -13, p97 inhibitor -8, 14-3-3 Bad inh 3, eIF4E-4G inh 3 and Rad51 HR inh 2.
C=CCn1c(Cc2cccs2)nnc1SCC(=O)NCc1ccco1 was read as KLK5 inh 17, FXIIa inh 27, Wee1 stabilizer 2, Mdm2 ligase inh 26, FXIa inh 1536 48*, p97 inhibitor 4, 14-3-3 Bad inh -10, eIF4E-4G inh 7 and Rad51 HR inh -3.
For N#CCCN1CCN(CCC#N)CC1 the results were KLK5 inh -4, FXIIa inh 29, Wee1 stabilizer -3, Mdm2 ligase inh -6, FXIa inh 1536 11, p97 inhibitor 7, 14-3-3 Bad inh -3, eIF4E-4G inh -5 and Rad51 HR inh 3.
`CC(C)(C)c1ccc(OC(=O)c2cccnc2)cc1` gave KLK5 inh -3, FXIIa inh 17, Wee1 stabilizer 0, Mdm2 ligase inh -5, FXIa inh 1536 12, p97 inhibitor -2, 14-3-3 Bad inh -13, eIF4E-4G inh -6 and Rad51 HR inh 7.
COc1cc(C)c(NC(=O)C(=S)NCCc2ccccc2)cc1C was read as KLK5 inh -1, FXIIa inh 7, Wee1 stabilizer -1, Mdm2 ligase inh -7, FXIa inh 1536 0, p97 inhibitor 0, 14-3-3 Bad inh -7, eIF4E-4G inh -2 and Rad51 HR inh 9.
Screening Cc1cc(/C=N/NC(N)=O)c(C)n1-c1ccc(F)cc1 returned KLK5 inh -12, FXIIa inh 9, Wee1 stabilizer 2, Mdm2 ligase inh -17, FXIa inh 1536 -4, p97 inhibitor 3, 14-3-3 Bad inh -10, eIF4E-4G inh 2 and Rad51 HR inh 10.
`CN1CCN(S(=O)(=O)Cc2ccc(Cl)cc2)CC1` gave KLK5 inh 70*, FXIIa inh 35, Wee1 stabilizer 1, Mdm2 ligase inh -1, FXIa inh 1536 41*, p97 inhibitor -6, 14-3-3 Bad inh 0, eIF4E-4G inh -3 and Rad51 HR inh -11.
Screening CC(=O)N(C)c1ccc(NC(=O)/C=C/c2ccccc2Cl)cc1 returned KLK5 inh 2, FXIIa inh 9, Wee1 stabilizer 3, Mdm2 ligase inh -6, FXIa inh 1536 -2, p97 inhibitor -4, 14-3-3 Bad inh -11, eIF4E-4G inh 1[fluorescence artefact?] and Rad51 HR inh 4.
`COC(=O)c1ccc(CSc2nnc(CS(=O)Cc3ccc(Br)cc3)n2-c2ccccc2)cc1` (stereo not drawn) gave KLK5 inh -4, FXIIa inh 8, Wee1 stabilizer 5, Mdm2 ligase inh -10, FXIa inh 1536 1, p97 inhibitor -1, 14-3-3 Bad inh 1 and eIF4E-4G inh 0.
CSc1nc(-c2ccc(N(C)C)cc2)c(C#N)c(=O)n1C was read as KLK5 inh 4, FXIIa inh 10, Wee1 stabilizer 0, Mdm2 ligase inh 14, FXIa inh 1536 3, p97 inhibitor 4, 14-3-3 Bad inh 1 and eIF4E-4G inh -2.
Cc1cccc(N2C(=O)C(O)=C(C(=O)c3cccs3)C2c2ccc(C(C)C)cc2)n1 (stereo not drawn) was read as KLK5 inh 0, FXIIa inh 4, Wee1 stabilizer 3, Mdm2 ligase inh 2, FXIa inh 1536 -3, p97 inhibitor 6, 14-3-3 Bad inh 0, eIF4E-4G inh -5 and Rad51 HR inh -2.
COc1ccc(-c2nnc(SCC(=O)Oc3ccc(C)cc3)o2)cc1 was read as KLK5 inh -7, FXIIa inh 3, Wee1 stabilizer -1, Mdm2 ligase inh -1, FXIa inh 1536 4, p97 inhibitor -5, 14-3-3 Bad inh -8, eIF4E-4G inh -3 and Rad51 HR inh 6.
For O=c1cc(N2CCc3ccccc32)[nH]c(=O)n1-c1ccc(Cl)cc1 the results were KLK5 inh 4, FXIIa inh 8, Wee1 stabilizer 1, Mdm2 ligase inh -12, FXIa inh 1536 -2, p97 inhibitor 3, 14-3-3 Bad inh -19, eIF4E-4G inh 0 and Rad51 HR inh 1.
Screening COc1ccc2[nH]c(=O)c(CN(Cc3nnnn3Cc3ccccc3)CC3CCCO3)cc2c1 (stereo not drawn) returned KLK5 inh -1, FXIIa inh 11, Wee1 stabilizer 4, Mdm2 ligase inh -5, FXIa inh 1536 4, p97 inhibitor -2, 14-3-3 Bad inh 5, eIF4E-4G inh 10 and Rad51 HR inh -2.
CC1=NN(C(=O)c2ccccc2)C(O)(c2ccc(Br)cc2)C1 (stereo not drawn) was read as KLK5 inh -13, FXIIa inh 3, Wee1 stabilizer 3, Mdm2 ligase inh -16, FXIa inh 1536 -11, p97 inhibitor -2, 14-3-3 Bad inh 4, eIF4E-4G inh -2 and Rad51 HR inh 8.

A section taken from the entries so far, as a working copy:
Screening Cc1cc(/C=N/NC(N)=O)c(C)n1-c1ccc(F)cc1 returned KLK5 inh -12, FXIIa inh 9, Wee1 stabilizer 2, Mdm2 ligase inh -17, FXIa inh 1536 -4, p97 inhibitor 3, 14-3-3 Bad inh -10, eIF4E-4G inh 2 and Rad51 HR inh 10.
`CN1CCN(S(=O)(=O)Cc2ccc(Cl)cc2)CC1` gave KLK5 inh 70*, FXIIa inh 35, Wee1 stabilizer 1, Mdm2 ligase inh -1, FXIa inh 1536 41*, p97 inhibitor -6, 14-3-3 Bad inh 0, eIF4E-4G inh -3 and Rad51 HR inh -11.

Later entries.
`c1ccc(-n2nc3ccccc3n2)cc1` gave KLK5 inh -7, FXIIa inh 23, Wee1 stabilizer -1, FXIa inh 1536 22, p97 inhibitor 2, 14-3-3 Bad inh 12, eIF4E-4G inh -6 and Rad51 HR inh 2.
For O=C1CC(N2CCN(c3ccccc3Cl)CC2)C(=O)N1c1ccccc1 (stereo not drawn) the results were KLK5 inh -5, FXIIa inh 14, Wee1 stabilizer 0, Mdm2 ligase inh 3, FXIa inh 1536 35, p97 inhibitor -7, 14-3-3 Bad inh -3[fluorescence artefact?], eIF4E-4G inh 1[fluorescence artefact?] and Rad51 HR inh 1.
Cc1nc2ccccc2n1-c1nc(-c2ccco2)cc(C(F)(F)F)n1 was read as KLK5 inh -13, FXIIa inh -13, Wee1 stabilizer -2, Mdm2 ligase inh -9, FXIa inh 1536 3, p97 inhibitor 3, 14-3-3 Bad inh 27[fluorescence artefact?], eIF4E-4G inh -37 and Rad51 HR inh 2.
For CN(C)CCNc1c(N)c(=O)oc2ccccc12 the results were KLK5 inh -1, FXIIa inh 9, Wee1 stabilizer -1, Mdm2 ligase inh -5, FXIa inh 1536 -1, p97 inhibitor 5, 14-3-3 Bad inh -2, eIF4E-4G inh -4 and Rad51 HR inh 29.
CN(C)c1ccc(N/C=C/C(=O)C(C)(C)C)cc1 was read as KLK5 inh -20, FXIIa inh 8, Wee1 stabilizer 4, Mdm2 ligase inh -8, FXIa inh 1536 5, p97 inhibitor -1, 14-3-3 Bad inh -4[fluorescence artefact?], eIF4E-4G inh 0[fluorescence artefact?] and Rad51 HR inh -1.
`COCCNc1nc(=S)[nH]c2cc(OC)c(OC)cc12` gave KLK5 inh 4, FXIIa inh -1, Wee1 stabilizer 1, Mdm2 ligase inh -18, FXIa inh 1536 -7, p97 inhibitor 7, 14-3-3 Bad inh -1, eIF4E-4G inh -5 and Rad51 HR inh -2.
For COc1cccc2sc(N(CCCN(C)C)C(=O)COc3ccc(Cl)cc3)nc12 the results were KLK5 inh -2, FXIIa inh 6, Wee1 stabilizer 4, Mdm2 ligase inh -1, FXIa inh 1536 -2, p97 inhibitor 1, 14-3-3 Bad inh -16, eIF4E-4G inh 5 and Rad51 HR inh 1.
